# Source: PubChem BioAssay
# Scp-1 inhibitor: blocks human Scp-1 phosphatase activity | Q9GZU7 | Recombinant Scp1, phosphopeptide, malachite green phosphate absorbance | inhibition, % at 20 µM | hit rate 0.88% among 340,000;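 active = inhibition above about 50% at 20 µM, limit read from the data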;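 note: plate controls were DMSO wells with enzyme for no effect and wells lacking enzyme for full effect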
#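 System: SCP-1 catalytic domain; Reagent: Phospho 17-mer peptide substrate; Doses: one concentration, 20 µM, with 1.0% DMSO; Incubation: 45 min room-temperature reaction, 5 min colour, 30 min stabiliser; Signal: Phosphate-binding colour reagent, absorbance read at 630 nm.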
# MT1-MMP act inh: blocks activation of human MT1-MMP; AID 651647; HT1080 RFP-PRO-GFP cells, GFP/RFP ratio fluorescence, overnight; percent of plate control window, DMSO zero; GFP/RFP ratio change, % at 20 µM; P50281; hit rate 0.061% among 360,000;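 active = GFP/RFP ratio change of at least 30% with cell ATP level not reduced by more than half and red fluorescence within 50% of control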; note: strong numbers were not always called active
#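 Compound: 20 µM single dose, 1% DMSO / System: HT1080 RFP-PRO-GFP cells / Controls: DMSO and RFP-L50D-GFP cell wells / Read-out basis: GFP/RFP fluorescence ratio / Schedule: overnight compound exposure at 37 °C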
# LMPTP block: blocks human LMPTP phosphatase | inhibition, % at 20 µM | recombinant LMPTP-A, OMFP fluorogenic substrate, fluorescence intensity | P24666 | hit rate 0.22% among 360,000 | AID 651560;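 active = compounds that cut the enzyme signal by at least half of the control window in the single-dose screen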;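 note: plate controls were DMSO wells with enzyme plus substrate for no effect and substrate without enzyme for full effect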
#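 Test system – LMPTP-A enzyme · Amount – LMPTP-A at 0.625 nM final in the reaction · Buffer or medium – Bis-Tris pH 6.0, DTT, detergent · Reagent – OMFP 400 µM · Doses – single 20 µM dose · Schedule – reaction 50 min, room temperature, dark · Detection – fluorescence intensity of OMFP turnover product · Evaluation – percent inhibition versus substrate-only and uninhibited controls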
# CendR NRP1 mod: NRP-1/CendR interaction modulation | FAM-RPARPAR peptide binding to NRP-1, fluorescence polarization | inhibition, % at 25 µM | hit rate 0.85% among 360,000 | AID 602438;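 active = inhibition or corrected inhibition above about 18%, plus a signal ratio from 0.5 to 1.5, limit read from the data, passing the limit was not always enough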; note: strong numbers were not always called active
# Target sequence (O14786 whole entry, looked up): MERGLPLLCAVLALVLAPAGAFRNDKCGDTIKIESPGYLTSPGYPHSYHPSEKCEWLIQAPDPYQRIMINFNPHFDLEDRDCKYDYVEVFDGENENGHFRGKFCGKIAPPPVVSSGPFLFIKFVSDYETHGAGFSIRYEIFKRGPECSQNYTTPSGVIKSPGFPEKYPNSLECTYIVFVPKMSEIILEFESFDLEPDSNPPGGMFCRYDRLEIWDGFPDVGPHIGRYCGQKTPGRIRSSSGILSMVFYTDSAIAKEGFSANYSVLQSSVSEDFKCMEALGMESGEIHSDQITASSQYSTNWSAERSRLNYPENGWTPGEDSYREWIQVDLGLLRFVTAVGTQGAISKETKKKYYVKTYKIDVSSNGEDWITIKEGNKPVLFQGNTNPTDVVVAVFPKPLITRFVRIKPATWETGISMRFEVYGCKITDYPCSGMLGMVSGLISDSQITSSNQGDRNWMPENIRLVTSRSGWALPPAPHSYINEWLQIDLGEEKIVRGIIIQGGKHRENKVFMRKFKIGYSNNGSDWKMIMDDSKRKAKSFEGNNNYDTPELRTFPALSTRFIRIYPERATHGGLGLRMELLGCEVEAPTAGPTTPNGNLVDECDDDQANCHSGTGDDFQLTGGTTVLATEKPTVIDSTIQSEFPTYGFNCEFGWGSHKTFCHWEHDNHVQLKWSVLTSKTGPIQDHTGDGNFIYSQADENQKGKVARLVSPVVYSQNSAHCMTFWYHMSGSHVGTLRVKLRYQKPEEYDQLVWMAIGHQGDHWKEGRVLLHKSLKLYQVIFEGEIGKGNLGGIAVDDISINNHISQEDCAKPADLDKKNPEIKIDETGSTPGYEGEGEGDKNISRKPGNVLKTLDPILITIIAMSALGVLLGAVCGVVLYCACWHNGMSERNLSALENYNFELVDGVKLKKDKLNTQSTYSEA
# SKN-1 inh: C. elegans SKN-1 inhibition; C. elegans VP596 Pgst-4::GFP/RFP ratio, acrylamide-induced, 24 h; hit rate 0.49% among 360,000; inhibition, % at 21.8 µM; AID 624304;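 active = interference check ratio from 0.5 to 1.5 plus GFP to RFP signal ratio inhibition reaching or exceeding a fixed threshold, cut at about 30% in these data, passing the limit was not always enough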; note: some compounds called inactive have numbers as strong as hits
# STEP block: STEP (human) phosphatase inhibition; P54829; recombinant STEP, OMFP fluorogenic substrate, fluorescence; inhibition, % at 20 µM; hit rate 0.25% among 360,000; AID 588621;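 active = inhibition at 20 µM, scaled per plate between control wells, above about 37%, limit read from the data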;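 note: 0% = DMSO with enzyme and substrate and 100% = substrate only without enzyme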
#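 Also added – OMFP at 25 µM · Test system – STEP tyrosine phosphatase · Technique – FITC-channel fluorescence of OMFP product · Schedule – 20 min at room temperature, dark · Evaluation – control-normalized % inhibition with plate pattern correction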
# DNMT1 block: blocks human DNA methyltransferase DNMT1 | AID 588458 | P26358 | DNMT1 molecular beacon, Hinp1I cleavage, fluorescence | hit rate 0.83% among 360,000 | inhibition (reported as % activation of signal), % at 10 µM; in the data active = inhibition above about 50%
# SUMO1-SIM PPI: SUMO1-SIM interaction modulation; P63165; SUMO1 binding to a labelled peptide, TR-FRET, 1 h; inhibition, % at 20 µM; hit rate 0.33% among 360,000; AID 602429; in the data active = inhibition above about 37%
# Target sequence (P63165 whole entry, looked up): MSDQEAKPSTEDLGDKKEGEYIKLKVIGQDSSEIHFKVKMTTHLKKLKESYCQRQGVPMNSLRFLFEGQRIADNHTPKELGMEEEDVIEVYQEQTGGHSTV
# Rpn11 block: inhibitors of human proteasome Rpn11; O00487; human 26S proteasome, Ub4-pepOG fluorescence polarization; 20S core pre-blocked with epoxomicin; calls only at 20 µM; hit rate 0.59% among 360,000; AID 588493;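 active = inhibition at 20 µM, scaled to each plate's controls, above about 33%, limit read from the data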
# NadD block: blocks S. aureus nicotinate mononucleotide adenylyltransferase; purified NadD enzyme, colorimetric absorbance read-out; hit rate 0.78% among 360,000; inhibition, % at 20 µM; in the data active = inhibition above about 26%; note: some compounds past the cut are filed as inactive
# Numbers without * were called inactive; i = inactive; x = no result given.
SMILES,Scp-1 inhibitor,MT1-MMP act inh,LMPTP block,CendR NRP1 mod,SKN-1 inh,STEP block,DNMT1 block,SUMO1-SIM PPI,Rpn11 block,NadD block
COc1ccc(C(C#N)N2N=C(C)CC2(C)C)cc1 (stereo not drawn),-2.2,-6.3,-0.5,-3.1,17.1,-2.4,-3.6,-3.5,i,0.8
COc1ccc(C2CC(C(F)(F)F)n3nc(C(=O)NCCN4CCOCC4)cc3N2)cc1 (stereo not drawn),-8.0,13.4,-1.3,-5.0,0.4,-2.0,-2.4,1.7,i,-1.2
COc1cc(-c2[nH]ncc2CN2CCCC2c2nonc2C)cc(OC)c1OC (stereo not drawn),-3.9,0.4,-0.1,-7.5,-2.9,0.8,-1.9,0.4,i,3.1
CCc1noc(C)c1C(=O)N1CCOCC1,-8.4,-0.5,-1.0,20.5,5.2,-2.9,5.9,-2.5,i,-6.7
c1coc(CNc2nc(-c3ccncc3)cs2)c1,0.6,-3.1,1.2,-0.8,-0.7,-0.6,-1.0,-8.0,i,8.1
COc1ccccc1N1CCN(C(C)C(=O)N2CC(C)OC(C)C2)CC1 (stereo not drawn),-6.9,2.7,-2.2,1.8,-0.7,6.1,-1.7,1.5,i,-9.0
CCCOc1ccc(/C=N/NC(=O)C(C)Sc2ccccn2)cc1OCC (stereo not drawn),0.8,-0.3,0.0,-7.8,-3.9,-0.5,3.2,-2.7,i,1.4
Cc1c(CCOC(=O)C23CC4CC(CC(C)(C4)C2)C3)sc[n+]1CC(=O)c1ccccc1,10.1,-3.1,2.1,-3.8,-2.9,0.5,-6.3,6.6,i,14.7
Brc1ccc2c(c1)C(c1ccc(N3CCOCC3)cc1)=NNC(c1cccs1)=N2,2.5,-22.5,4.5,-51.3,-0.6,-3.0,-12.6,-6.1,x,28.6
S=C(S)OC1CC2CC1C1CCCC21 (stereo not drawn),2.1,-0.6,-1.3,-12.2,3.4,33.4,2.3,0.6,i,0.6
COc1ccccc1NS(=O)(=O)c1ccc(C)c(C(=O)NCC(c2ccco2)N(C)C)c1 (stereo not drawn),-11.3,2.8,-2.2,-7.5,1.6,0.2,0.1,-1.2,i,-5.4
COc1ccc(NC(=O)c2cccc(S(=O)(=O)N3CCCCC3)c2)c(OC)c1,-8.6,-1.7,-0.2,-6.5,12.9,-1.8,-0.8,-2.9,i,-12.8
C/C(=C\C(=O)c1cccnc1)Nc1ccc(C(=O)O)cc1,6.4,3.4,-1.2,14.5,-11.5,2.7,2.6,0.4,i,4.3
CC(NC(=O)/C(C#N)=C/c1cn[nH]c1-c1ccccc1)c1ccccc1 (stereo not drawn),-7.2,-9.0,0.0,0.5,0.9,2.3,-2.3,-23.5,i,0.6
CCCCOC(=O)c1nnc(-c2ccc(Cl)cc2)o1,-2.6,0.7,0.5,2.0,7.6,-1.5,4.8,-4.6,i,0.0
CCN(c1ccc(NC(=O)COC(=O)C2CCN(c3ccc(C(F)(F)F)cn3)CC2)cc1)C(C)C,-2.5,4.6,1.9,-5.2,-5.9,2.1,-7.6,-0.4,i,2.0
CCCn1nnnc1NCc1ccccc1Cl,-4.7,0.7,-0.5,-3.9,-4.8,-0.7,1.4,-2.9,i,-6.3
O=C(Nc1ccc(N2CCCC2=O)cc1)c1cccc(F)c1,3.5,5.4,-1.0,3.6,6.9,-0.1,-0.1,13.3,i,-1.3
O=C(NC1CCCCC1)c1cc(-c2ccccc2O)on1,-4.9,3.8,1.5,1.7,-7.7,1.7,-3.1,2.4,i,-7.8
CNC(=O)[C@@]1(Cc2ccccc2)C=C[C@@H](C)N1C(C)=O,-6.5,2.1,-1.3,4.7,17.2,1.9,5.2,3.0,i,-0.7
Cc1c(CC(=O)NCC(=O)NCC(=O)O)c(=O)oc2cc3c(cc12)CCC(C)(C)O3,-9.7,9.2,-1.5,-3.0,18.5,-1.0,-3.8,-0.9,i,-6.1
O=C(COc1ccccc1Cl)NCCC1=CCCCC1,-8.2,-4.3,0.7,-7.3,4.0,-0.8,5.8,-0.4,i,-7.0
CC1CCc2c(sc3ncn(CC(=O)N4CCCCC4)c(=O)c23)C1 (stereo not drawn),0.3,2.1,-0.6,-9.1,-3.4,-1.2,0.9,2.9,i,-2.5
COc1ccccc1C(=O)NCCC(=O)Nc1ccncc1,-4.0,4.7,-1.7,14.3,5.0,-2.0,0.3,4.3,i,1.8
Cc1cc2oc(=O)cc(CN3CCc4ccccc43)c2cc1Cl,-7.7,2.3,2.8,-20.2,29.0,-0.8,-3.2,-7.4,i,32.2*
CCN=C1S/C(=C/c2ccc(-c3ccc(Cl)cc3C(=O)O)o2)C(=O)N1CC,4.2,-1.9,0.3,-40.1,15.6,3.8,10.7,-1.9,i,7.9
O=C(NCC(=O)N1CCN(C/C=C/c2ccccc2)CC1)c1ccc(Br)cc1,-16.4,2.0,-0.1,5.2,8.2,3.1,0.1,-0.9,i,3.9
Cc1ccc(N2CC(C(=O)Nc3cccc(S(=O)(=O)N4CCOCC4)c3)CC2=O)cc1 (stereo not drawn),x,3.5,0.6,0.1,-17.1,0.8,1.4,-2.3,i,3.3
COc1cc(C(=O)N/N=C(\C)c2ccc(NC(=O)Cc3ccccc3)cc2)ccc1O,-7.6,-1.9,-0.6,6.2,6.3,0.3,1.4,0.7,i,-5.8
COC(=O)c1ccc(C(=O)OC)c(NC(=S)N2CCC(C)CC2)c1,-3.9,-1.6,0.3,3.5,-10.4,1.2,-0.4,-3.3,i,-3.1
C=C1CCN([C@@H](CC(C)C)C(=O)NN2CCOCC2)S(=O)(=O)c2ccccc21,-1.6,-0.6,-2.0,20.5,-6.7,-0.3,7.0,1.9,i,-0.9
Cc1cc2c(cc1C)NC(=O)CC(C(F)(F)C(F)(F)C(F)(F)F)=N2,-3.1,-2.0,1.9,-7.7,18.0,0.3,3.5,2.0,i,-2.8
COC(=O)c1sc(NC(=O)COc2ccccc2)nc1C,-0.1,0.0,-0.8,-0.5,16.2,-7.3,4.0,4.8,i,-0.9
O=C(Nc1ccc2ccccc2n1)Nc1cccs1,-2.6,1.0,-1.6,3.8,9.0,4.0,-1.9,5.1,i,0.3
CCOC(=O)C1=C(CSc2nc(-c3ccccc3)ccc2C#N)OC(N)=C(C#N)C1c1ccccc1 (stereo not drawn),-15.9,-68.1,2.2,-108.3,37.4*,-6.9,-13.6,9.8,x,36.9*
CCOC(=O)c1ccc(-n2c(CN3CCN(CC)CC3)nc3ccc([N+](=O)[O-])cc3c2=O)cc1,-12.6,2.1,-1.2,4.0,1.5,3.3,-1.4,-35.1,i,-2.5
S=C1NCN(Cc2cccnc2)CN1c1cccc(Cl)c1,-7.8,0.1,-2.2,8.0,-0.5,-3.2,3.3,-2.9,i,-5.1
CC(C)(C)CN1C(N)=NC[C@@H]1Cc1ccccc1,-8.6,1.9,-1.9,13.0,15.7,-2.8,9.7,3.2,i,-5.0
CCOc1ccc(-c2cc(C(=O)NCCCN3CCN(CC)CC3)c3ccccc3n2)cc1,-6.5,3.9,-3.7,-3.1,-9.2,-1.8,0.7,-15.3,i,-10.9
CN(CC(=O)Nc1c(Cl)cccc1Cl)C(=O)CCc1nc2sc3c(c2c(=O)[nH]1)CCCC3,20.6,-3.7,2.5,-46.1,9.4,4.5,17.5,11.0,i,15.5
CC(O)[C@H]1CNC(=O)C(=O)N1CC(C)(C)C (stereo partly drawn),-2.3,0.9,-1.6,-6.3,12.2,3.4,2.9,1.6,i,-2.3
COc1cc(/C=C/C(=O)O)cc(S(=O)(=O)Nc2ccc3c(c2)CCC3)c1OC,-5.3,-0.5,0.3,0.9,7.1,-3.5,9.6,0.3,i,-4.1
COc1cc2[nH]c(C(=O)N(C)C3CCS(=O)(=O)C3)cc2c(OC)c1OC (stereo not drawn),-1.7,1.9,-0.5,2.7,8.9,7.9,0.5,-0.7,i,1.2
O=C(Nc1ccccc1-c1ccccc1)C1CCCC1,-7.5,-2.7,-0.7,-20.9,4.7,-1.7,-2.4,0.5,i,-4.1
O=C(Oc1csc(=S)n1C(=O)c1ccccc1)c1ccccc1,3.2,8.7,7.9,2.8,-2.5,-3.0,-2.9,-17.0,i,4.0
N#Cc1ccc(C(=O)OCC(=O)N2CCCCCC2)cc1,-1.1,-2.7,-1.1,12.3,-7.0,-2.0,8.6,4.3,i,-4.6
Cn1c(=O)c2[nH]c(CCc3ccncc3)nc2n(C)c1=O,-10.5,-2.0,0.2,3.8,13.4,1.4,-0.1,3.0,i,1.5
C[C@H](Nc1ccc(C(F)(F)F)cc1[N+](=O)[O-])C(=O)O,-5.6,-0.1,-0.5,-6.6,15.5,1.6,0.6,-13.4,i,1.8
O=C(COC(=O)c1cc[n+]([O-])cc1)Nc1ccc(Br)cc1,-4.9,6.2,-0.5,-7.4,-11.1,-1.4,-4.7,-10.1,i,-2.5
COC(=O)CCc1c(C)c(C(=O)c2cccc(OC)c2OC)c2ccccn12,-6.8,3.7,-1.2,-2.4,-3.5,0.3,0.9,-18.3,i,-1.4
CCN(CC)C(=O)C1CCCN(C(=O)Nc2ccccc2)C1 (stereo not drawn),-0.3,2.3,-1.9,-1.3,-3.2,1.0,2.4,-4.5,i,-6.0
COc1ccc(N/C=C/C(=O)c2cc(OC)c(OC)c(OC)c2)cc1,6.0,10.7,0.0,0.5,6.1,1.9,0.7,-25.2,i,-3.6
O=C(OCC(=O)N1CCCCC1)c1n[nH]c(=O)c2ccccc12,-6.9,1.0,-1.0,-1.0,-13.1,2.3,-0.8,-9.4,i,-2.1

# Full records from above:
# Shown for C[C@H](Nc1ccc(C(F)(F)F)cc1[N+](=O)[O-])C(=O)O → Scp-1 inhibitor: -5.6; MT1-MMP act inh: -0.1; LMPTP block: -0.5; CendR NRP1 mod: -6.6; SKN-1 inh: 15.5; STEP block: 1.6; DNMT1 block: 0.6; SUMO1-SIM PPI: -13.4; Rpn11 block: i; NadD block: 1.8
# Shown for C=C1CCN([C@@H](CC(C)C)C(=O)NN2CCOCC2)S(=O)(=O)c2ccccc21 → Scp-1 inhibitor: -1.6; MT1-MMP act inh: -0.6; LMPTP block: -2.0; CendR NRP1 mod: 20.5; SKN-1 inh: -6.7; STEP block: -0.3; DNMT1 block: 7.0; SUMO1-SIM PPI: 1.9; Rpn11 block: i; NadD block: -0.9
# Shown for COc1cc(/C=C/C(=O)O)cc(S(=O)(=O)Nc2ccc3c(c2)CCC3)c1OC → Scp-1 inhibitor: -5.3; MT1-MMP act inh: -0.5; LMPTP block: 0.3; CendR NRP1 mod: 0.9; SKN-1 inh: 7.1; STEP block: -3.5; DNMT1 block: 9.6; SUMO1-SIM PPI: 0.3; Rpn11 block: i; NadD block: -4.1
